# From PubChem BioAssay
# G9a inh – qHTS Assay for Inhibitors of Histone Lysine Methyltransferase G9a | Histone-lysine N-methyltransferase EHMT2 (Homo sapiens), Q96KQ7 | G9a H3K9 monomethylation, AlphaScreen, 2 h | Potency, µM (titrated, usually from 102 µM), without a hit: top-dose activity, negative = inhibition, hits mostly inhibitors | 8.8% of 350,000 active | AID 504332, 2011; note: potency is the fitted concentration of half-maximal effect; % is set by controls: 0 for no effect and ±100 for the full control effect; nearly all actives have a fitted effect of over 75% in size
# Target sequence (Q96KQ7 913-1193 limits assumed): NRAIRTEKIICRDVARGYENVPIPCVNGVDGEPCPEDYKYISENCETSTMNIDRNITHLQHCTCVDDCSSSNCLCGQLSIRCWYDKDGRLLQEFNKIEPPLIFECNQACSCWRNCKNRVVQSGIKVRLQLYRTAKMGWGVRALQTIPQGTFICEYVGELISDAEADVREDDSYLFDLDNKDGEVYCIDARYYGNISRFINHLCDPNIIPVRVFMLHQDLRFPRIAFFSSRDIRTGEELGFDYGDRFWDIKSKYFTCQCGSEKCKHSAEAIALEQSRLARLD
#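 AlphaScreen read-out: biotin-H3K9 peptide (500 nM) methylation by 20 nM enzyme with 20 uM SAM, 2 h at room temperature after 15 min compound preincubation; anti-monomethyl H3K9 antibody plus donor/acceptor beads, 10 min dark.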
# BAZ2B block – qHTS Assay for Inhibitors of BAZ2B; Bromodomain adjacent to zinc finger domain protein 2B (Homo sapiens), Q9UIF8; AlphaScreen BAZ2B-H3K14Ac peptide displacement; Potency, µM (doses to about 114 µM), for the others: at the top dose activity change, negative = inhibition, usual class: inhibitors; 4.4% of 360,000 active; AID 504333, 2011; note: potency is the fitted concentration of half-maximal effect; % is set by controls: 0 for no effect and ±100 for the full control effect; nearly all actives have a fitted effect of over 60% in size
#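 BAZ2B (50 nM) with biotin-H3(5-23)K14Ac peptide (50 nM) in PBS pH 7.4, 0.01% Tween-20, preformed 30 min, then compound 30 min at room temperature; top concentration 110uM. AlphaScreen streptavidin donor/nickel chelate acceptor beads (10 ug/mL final), 20 min dark, signal read.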
# GLS inhibitor – qHTS for Inhibitors of Glutaminase (GLS); Glutaminase kidney isoform, mitochondrial (Homo sapiens), O94925; GLS enzymatic activity, qHTS titration; Potency, µM (highest dose often 45.5 µM), inactives show top-dose activity change, negative = inhibition, most hits filed as inhibitors; 0.21% of 410,000 active; AID 624170, 2012; note: potency is the fitted concentration of half-maximal effect; % is set by controls: 0 for no effect and ±100 for the full control effect
#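 Glutamate formation by hKGA was monitored fluorometrically using coupled glutamate oxidase, HRP and Amplex Red. Substrate was added as 1 mM L-glutamine solution; incubation was 30 min at RT after an initial read.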
# RGS4 inh – Inhibitors of Regulator of G Protein Signaling (RGS) 4: qHTS; Transcreener GDP fluorescence polarization, RGS4-accelerated GTP hydrolysis; Potency, µM (series often up to 114 µM), inactives show at the top dose activity change, negative = inhibition, hits mostly inhibitors; 0.039% of 390,000 active; AID 504845, 2011; note: potency is the fitted concentration of half-maximal effect; % is set by controls: 0 for no effect and ±100 for the full control effect; nearly all actives have a fitted effect of over 75% in size; some results filed as inactive show a strong effect at the top dose
# Target sequence (P49798 whole entry, looked up): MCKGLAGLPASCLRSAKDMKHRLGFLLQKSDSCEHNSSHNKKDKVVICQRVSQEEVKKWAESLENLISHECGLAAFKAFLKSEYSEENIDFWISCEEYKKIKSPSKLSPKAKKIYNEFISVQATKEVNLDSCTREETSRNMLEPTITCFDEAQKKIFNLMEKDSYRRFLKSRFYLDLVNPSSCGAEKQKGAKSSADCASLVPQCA
#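 MLSMR compounds (23 nl, pin-transferred) preincubated 10 min at room temperature with a 500nM (2x) first reagent, then RGS4 at 900nM (2x) plus Transcreener GDP mix added; fluorescence polarization (620/688 nm) read before and after 90 min at 30 °C.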
# ERG-DNA inh – qHTS for Small Molecule Inhibitors of the ERG Ets/DNA interaction | Transcriptional regulator ERG (Homo sapiens), P11308 | fluorescence polarization, His-ERG Ets domain / labelled DNA | Potency, µM (doses to about 76.9 µM), inactives show top-dose FP activity, negative = inhibition, most hits filed as inhibitors | 0.028% of 370,000 active | AID 624246, 2012; active = well fitted inhibition curve with a large enough effect in the polarisation, with a control signal flat; inconclusive = small, poorly fitted or top-dose-only effect, or effect the other way, or a change in a side signal; inactive = no such curve, though single readings can be large or run the other way; the % refers to the polarisation;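 note: polarization taken with two DNA probes labelled with fluorescein and Texas red; potency is the fitted concentration of half-maximal effect; % of control where 0% means no effect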
# Target sequence (P11308 whole entry, looked up, the tested form may be a part): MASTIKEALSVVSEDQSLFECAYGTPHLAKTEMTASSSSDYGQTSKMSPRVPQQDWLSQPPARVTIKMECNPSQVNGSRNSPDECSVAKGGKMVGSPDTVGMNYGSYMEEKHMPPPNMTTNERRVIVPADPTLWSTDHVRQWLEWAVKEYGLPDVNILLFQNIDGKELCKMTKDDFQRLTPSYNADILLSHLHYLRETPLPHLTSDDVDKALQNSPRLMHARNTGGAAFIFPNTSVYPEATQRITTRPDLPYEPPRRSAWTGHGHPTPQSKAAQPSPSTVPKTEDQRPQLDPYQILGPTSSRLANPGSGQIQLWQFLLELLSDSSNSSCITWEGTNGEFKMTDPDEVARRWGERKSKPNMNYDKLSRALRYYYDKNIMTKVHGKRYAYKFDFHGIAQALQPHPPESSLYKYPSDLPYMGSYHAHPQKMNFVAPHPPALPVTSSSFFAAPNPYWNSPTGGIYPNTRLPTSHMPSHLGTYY
#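 His-tagged ERG Ets domain (1 uM in the protein solution; 300mM KCl, 50mM Tris-HCl, 1mM EDTA, 1mM DTT, pH 7.5) received compound, then a probe mix of 5 nM fluorescein-DNA and 100nM Texas-615-DNA. Fluorescence polarization was read for both dyes.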
# PI4K2A inh – qHTS for small molecular inhibitors of PI4K2A; purified PI4K2A, ADP-Glo luminescence, 1 h; stronger effect = lower value; activity change, negative = inhibition, % at 76.9 µM; Phosphatidylinositol 4-kinase type 2-alpha (Homo sapiens), Q9BTU6; 0.13% of 420,000 active; in the data active = activity change below about -50%; inconclusive = mostly about -30% to -49%;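 note: -100% = wells without enzyme as full effect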
#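 ADP-Glo luminescence measured ADP generated by PI4K2A enzyme (4 ug/mL before mixing) with 1.2 mM PI substrate (pre-mix) and 300 microM ATP (pre-mix). Tris pH7.5 buffer with MgCl2, Triton X-100; 1 h reaction at ambient temperature.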
# JMJD2A Tudor – qHTS Assay for Inhibitors of JMJD2A-Tudor Domain; AlphaScreen JMJD2A-Tudor / H3K4me3 peptide binding; 4.4% of 390,000 active; Potency, µM (series often up to 114 µM), for the others: top-dose activity change, negative = inhibition, most hits filed as inhibitors; note: potency is the fitted concentration of half-maximal effect; % is set by controls: 0 for no effect and ±100 for the full control effect; nearly all actives have a fitted effect of over 50% in size
# ALOX12 inh – Primary qHTS assay for inhibitors of human arachidonate 12S-lipoxygenase (ALOX12): Round 2; Polyunsaturated fatty acid lipoxygenase ALOX12 (Homo sapiens), P18054; purified 12hLO, xylenol orange hydroperoxide absorbance; Potency, µM (series often up to 108 µM), for the others: at the highest dose activity change, negative = inhibition, hits mostly inhibitors; 1.1% of 580,000 active; note: potency is the fitted concentration of half-maximal effect; % is set by controls: 0 for no effect and ±100 for the full control effect
#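 Purified human 12hLO at 150 nM in 25 mM Hepes, 0.01% Triton X-100, pH 7.0, preincubated 15 min at room temperature with compound. Reaction started with 40 uM arachidonic acid, 30 min at room temperature. Hydroperoxide measured by Fe-xylenol orange, 573/405 nm absorbance ratio.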
# HP1b binding inh – HTS for Inhibitors of HP1-beta Chromodomain Interactions with Methylated Histone Tails | Chromobox protein homolog 1 (Homo sapiens), P83916 | AlphaScreen HP1-beta / biotin-H3K9me3 peptide binding | Potency, µM (highest dose often 114 µM), inactives show at the top dose activity change, negative = inhibition, actives largely listed as inhibitors | 0.56% of 390,000 active | AID 540317, 2011; note: potency is the fitted concentration of half-maximal effect; nearly all actives have a fitted effect of over 70% in size; inactives centre near 23
#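 Compound inhibition of the preformed complex between 50 nM HP1-beta and 50 nM biotinylated H3K9me3 peptide was read by AlphaScreen. Buffer was PBS pH 7.4 with 0.01% Tween-20. Incubations ran 30 min at room temperature, with 10 ug/mL donor/acceptor beads.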
# Starred values were filed as active, the others as inactive; ? = inconclusive; . = not tested or not shown; & = joins results of further samples; [ ] = remark or other dose. Unless noted, calls come from the whole dose curve; as a rule, active = well fitted curve in the direction sought with a large enough effect; inconclusive = small, poorly fitted or top-dose-only effect, or another doubt; inactive = no such curve, though single readings can be large; an effect the other way counts as inactive or inconclusive. Some of the compounds tested; count on the stated rates, not on these rows.
SMILES,G9a inh,BAZ2B block,GLS inhibitor,RGS4 inh,ERG-DNA inh,PI4K2A inh,JMJD2A Tudor,ALOX12 inh,HP1b binding inh
CCCc1cc(=O)oc2cc(C)cc(OCC(=O)NC(Cc3c[nH]c4ccc(O)cc34)C(=O)O)c12 (stereo not drawn),?,-24%,5%,-12%,-2%,-18,-23%,-18%,33%
O=C1NC(=S)S/C1=C\c1cc(Cl)cc(Cl)c1O,.,.,12%,?,123%[activator],-8,40µM*,45µM*,45µM*
CCc1nnc(NC(=O)CN2CCN(C3CCCCC3)CC2)s1,10µM*,?,14%,4%,.,-4,7.1µM*,5%,-19%
Cn1c(=Nc2ccc(N3CCOCC3)cc2)ccc2ccccc21,?,?,21%,7%,-12%,-3,-11%,353%[activator],-9%
CC(NC(=O)Cn1c(NCCO)nc2ccccc21)C1CC2CCC1C2 (stereo not drawn),40%,-3%,13%,32%[56.9 µM],2%,-3,-12%,-25%,36%
CN(Cc1ccccc1)C(=O)c1ccco1,-23%,-17%,-3%,22%,8%,-4,-12%,7%,39%[activator]
Cc1nc2ccccc2c(=O)n1-c1ccc(F)c(NS(=O)(=O)c2ccccc2F)c1,-42%,11%,7%,-4%,0%,-3,6%,-27%,26%
CC1CCCC(NC(=O)C2N(CCCN3CCCC3)C(=O)C3C(C(=O)Nc4cccc(Cl)c4)C4C=CC32O4)C1C (stereo not drawn),?,-2%,5%,20%,-4%,-1&-6,-11%,-9%,0%
Cc1nc(C(=O)Nc2ccccc2)sc1C1(C)CC(c2cccnc2)=NO1 (stereo not drawn),0%[12.7 µM],-4%,-1%,2%,-5%,-3,-6%,2%,35%
C=CCOc1c(Br)cc(CNc2ccc(NC(=O)C(C)C)c(OC)c2)cc1OC,40%[0.501 µM],?,13%,-40%,-5%,3,35µM*,5%,-43%
CC1CCN(c2ncnc3c2cnn3Cc2ccc(Cl)cc2)CC1,1%,20%,-9%,-52%,8%,2,23%,3%,177%[activator]
CCOCCCNC(=O)Cn1nc(C)n2c(cc3cc(C)ccc32)c1=O,4%[59 µM],4%,-8%,6%,-4%,-3,-17%,-9%,11%
CC[n+]1c(/C=C/c2ccc(OC)c(OC)c2)ccc2ccccc21,.,?,-1%,-7%,-2%,-1,?,7.9µM*,13%
O=S(=O)(CC(CN1CCOCC1)N1CCOCC1)c1ccccc1 (stereo not drawn),-6%,9%,-1%,-4%,5%,-2,1%,-7%,37%
CN(C)CCNC(=O)c1ccc2c(=O)n(Cc3ccc(Cl)cc3)c(=S)[nH]c2c1,?,?,-24%,-17%,2%,0,-30%,?,-10%
Cc1ccc(NC(=O)c2cc(-c3cccs3)nc3ccccc23)nc1,40µM*,-18%,24%,-16%,-10%,-4,11%,?,63%[activator]
COc1cc2c(cc1OC)CN(C(=S)Nc1ccc(C)cc1C)CC2,-9%,-28%,15%,-15%,-4%,-4,-31%,?,-2%
N=C1/C(=C/c2cccs2)C(=O)N=C2SN=C(SCc3ccccc3)N12,-8%[12.7 µM],?,31%[activator],-21%,-6%,-1,?,?,-5%
CN(C)C(CNC(=O)Cc1cccc(C(F)(F)F)c1)c1ccco1 (stereo not drawn),-15%,-14%,6%,-18%,3%,-8,-8%,2%,37%
O=S(=O)(Nc1cccc(-n2cnnn2)c1)c1ccc(Cl)cc1,25%,-10%,-6%,15%,2%,2,-12%,?,26%

# Some of the entries above in a different format.
SMILES	G9a inh	BAZ2B block	GLS inhibitor	RGS4 inh	ERG-DNA inh	PI4K2A inh	JMJD2A Tudor	ALOX12 inh	HP1b binding inh
O=S(=O)(CC(CN1CCOCC1)N1CCOCC1)c1ccccc1 (stereo not drawn)	-6%	9%	-1%	-4%	5%	-2	1%	-7%	37%
CN(C)CCNC(=O)c1ccc2c(=O)n(Cc3ccc(Cl)cc3)c(=S)[nH]c2c1	?	?	-24%	-17%	2%	0	-30%	?	-10%

# Shown as a hit in HP1b binding inh (from the list above):
SMILES,G9a inh,BAZ2B block,GLS inhibitor,RGS4 inh,ERG-DNA inh,PI4K2A inh,JMJD2A Tudor,ALOX12 inh,HP1b binding inh
O=C1NC(=S)S/C1=C\c1cc(Cl)cc(Cl)c1O,.,.,12%,?,123%[activator],-8,40µM*,45µM*,45µM*

# Going on with the list:
SMILES,G9a inh,BAZ2B block,GLS inhibitor,RGS4 inh,ERG-DNA inh,PI4K2A inh,JMJD2A Tudor,ALOX12 inh,HP1b binding inh
Cc1noc(N)c1C(=O)Nc1ccc(F)c(Cl)c1,12%[59 µM],-6%,-15%,3%[11.4 µM],3%,1,-9%[11.4 µM],68%[activator][57.4 µM],24%
O=C(NCc1ccco1)C1CC(c2ccc(Cl)cc2)=NO1 (stereo not drawn),-6%[0.501 µM],4%,-3%,-4%,-22%,10,-12%,-1%,31%
CCC(C)(C)n1nnnc1C(c1cc2cc(C)cc(C)c2[nH]c1=O)N1CCN(Cc2ccc3c(c2)OCO3)CC1 (stereo not drawn),-4%[12.7 µM],-21%,0%,-43%,2%,-2,-15%,0%,31%
Oc1ccc(CNc2ccc(F)cc2)c2cccnc12,1.6µM*,25µM*,31%,?,-3%,-4,56µM*,?,-25%
Cc1ccsc1C(=O)OCC(=O)N1CCOCC1,18%[59 µM],14%,13%,-39%,-1%,-1,-6%,-14%,38%[activator]
N#CCOC(=O)C1CSC2(c3ccc(Br)cc3)CCC(=O)N12 (stereo not drawn),-1%,-3%,0%,11%,0%,0,8%,-4%,12%
CC(NC(=O)C1CCN(C(=O)N2CCOc3ccccc32)CC1)c1ccccc1 (stereo not drawn),-41%[59 µM],?,-9%,1%,-3%,1,?,3%,23%
COc1ccc(CNC(=O)CCc2c(C)c3cc4c(C)coc4cc3oc2=O)cc1,-26%[59 µM],-10%,-7%,9%,-1%,0,-18%,-9%,22%
COC(=O)C[C@H]1c2cc(F)ccc2S(=O)(=O)N1c1ccccc1,.,.,3%,17%,4%,-1,-10%,-1%,40%[activator]
Cc1ccc2nc(S(=O)(=O)O)[nH]c2c1,89µM*,-38%,0%,-4%,-2%,3,-30%,-18%,36%
CCN(CC)C(=S)Nc1ccc(C(=O)OC)cc1,0%,-15%,-1%,-13%,5%,1,-7%,13%,21%
Cc1ccc(Cl)cc1-n1ncc2c(NC3CCCCC3)ncnc21,-22%[59 µM],2%,-4%,2%,-7%,5,-18%,-29%&-15%,49%[activator]
Cn1cc(CN2CCC(C(=O)N3CCCCC3)CC2)c(-c2ccccc2F)n1,?,-8%,-1%,30%,21%,-2,-6%,27%,23%
CCn1c2ccccc2c2cc(NC(=O)CSc3nccc(=O)[nH]3)ccc21,35µM*,-37%,-15%,-27%,-16%,0,-27%,0%,7%
O=S1(=O)N[C@@H](CC2CCCCC2)COc2cc(Br)ccc21,.,.,0%,9%,13%,4,-17%,2%,26%
Cn1cc(-c2ccccc2C(=O)O)c(=O)c2ccccc21,16%,2%,1%,-2%,?,-1,-12%,10%,13%
N#CC(C(=O)NC1CCCCC1)c1nc2ccccc2nc1N1CCN(c2ccccc2F)CC1 (stereo not drawn),18%[59 µM],-14%,6%,2%,1%,2,2%,0%,31%[activator]
Cn1cc([N+](=O)[O-])c(C(=O)Nc2ccc(C(=O)N3CCCCC3)cc2)n1,4%[59 µM],3%,3%,6%,-1%,-3,-10%,14%,1%
Cc1cc(C)n2nc(SCC(=O)N3CCN(c4ccccc4)CC3)nc2n1,.,.,6%,-6%,-2%,0,-10%,?,37%
CCN1CCCC1CNC(=O)C(=O)Nc1ccccc1OC (stereo not drawn),-1%[0.501 µM],-3%,-17%,11%,.,-3,-14%,12%,29%
O=C(NCc1c[nH]c2ccccc12)c1ccccc1,.,.,8%,19%,7%,2,-14%,?,-5%
COc1ccc(NC(=O)c2ccccc2SC)c(OC)c1,18µM*,-12%,2%,1%,-5%,2,-11%,0%,35%

# Some of the entries so far, with values ahead of the structure:
G9a inh	BAZ2B block	GLS inhibitor	RGS4 inh	ERG-DNA inh	PI4K2A inh	JMJD2A Tudor	ALOX12 inh	HP1b binding inh	Compound
.	.	0%	9%	13%	4	-17%	2%	26%	O=S1(=O)N[C@@H](CC2CCCCC2)COc2cc(Br)ccc21
16%	2%	1%	-2%	?	-1	-12%	10%	13%	Cn1cc(-c2ccccc2C(=O)O)c(=O)c2ccccc21
18%[59 µM]	-14%	6%	2%	1%	2	2%	0%	31%[activator]	N#CC(C(=O)NC1CCCCC1)c1nc2ccccc2nc1N1CCN(c2ccccc2F)CC1 (stereo not drawn)
4%[59 µM]	3%	3%	6%	-1%	-3	-10%	14%	1%	Cn1cc([N+](=O)[O-])c(C(=O)Nc2ccc(C(=O)N3CCCCC3)cc2)n1
